# hcGAS inh – blocks human cGAS activity; Q8N884; recombinant h-cGAS, ATP depletion, Kinase-Glo luminescence; inhibition, % at 12.5 µM; 0.081% of 290,000 active;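 further: 0% = vehicle reaction and 100% = reaction without DNA for no activity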
# Target sequence (Q8N884 whole entry, looked up): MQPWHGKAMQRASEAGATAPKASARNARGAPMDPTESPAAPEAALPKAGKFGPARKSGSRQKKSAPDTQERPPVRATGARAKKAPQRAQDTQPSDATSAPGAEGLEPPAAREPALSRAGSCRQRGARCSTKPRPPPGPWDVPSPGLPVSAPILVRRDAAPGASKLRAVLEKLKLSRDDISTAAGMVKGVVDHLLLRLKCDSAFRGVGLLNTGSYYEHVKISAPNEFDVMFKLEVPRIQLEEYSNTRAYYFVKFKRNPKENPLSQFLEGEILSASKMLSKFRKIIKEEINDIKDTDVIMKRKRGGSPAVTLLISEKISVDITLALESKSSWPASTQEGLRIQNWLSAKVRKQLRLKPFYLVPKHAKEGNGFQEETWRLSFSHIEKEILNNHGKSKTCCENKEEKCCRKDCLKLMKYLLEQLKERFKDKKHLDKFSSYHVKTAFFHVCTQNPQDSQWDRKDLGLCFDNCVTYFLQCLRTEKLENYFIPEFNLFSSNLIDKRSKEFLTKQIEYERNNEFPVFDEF
# NPYLR7 agonist – activates Aedes aegypti NPYLR7 receptor; HEK293T NPYLR7/Galpha15, GCaMP6s calcium fluorescence; activation, % at 10 µM; 0.15% of 270,000 active; AID 1259423; in the data active means activation above about 40%;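 further: 0% = vehicle and 100% = reference agonist at the receptor; some compounds past the cut are filed as inactive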
# mcGAS lum – mouse cGAS inhibition by luminescence; Q8C6L5; recombinant cGAS, Kinase-Glo ATP depletion luminescence; inhibition, % at 12.5 µM; 0.15% of 160,000 active; AID 1259399;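 further: 0% = negative control wells and 100% = reference inhibitor with no enzyme activity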
# Starred values were filed as active, the others as inactive; . = not tested or not shown; & = joins results of further samples. Unless noted, no stated cut-off is given here; in the data, active means inhibition above about 40%; inactive means the rest. Rows were taken by chance; 0.27% or so of the library scored in one or more.
SMILES,hcGAS inh,NPYLR7 agonist,mcGAS lum
Nc1ccc(N2CCCCCC2)cc1,-23,-3,.
O=S(=O)(c1ccc(F)cc1)c1nc(-c2ccco2)oc1NCCCn1ccnc1,-2,3,.
O=C1CCCC(=NNC(=O)Cc2cn3ccsc3n2)C1,-7,14,-10
COc1ccc(CN2CCCN(c3ccc(S(=O)(=O)Nc4ccccc4)cc3[N+](=O)[O-])CC2)cc1,-11,1,.
O=C(Cc1ccc(N2CCNC2=O)cc1)N1CCCC2(CCNC2)C1 (configuration not stated),-4,-5,.
CC(=O)Nc1ccc(-c2nnc3n(CCc4ccccc4)c(=O)c4ccccc4n23)cc1,0,-4,.
COCC(=O)NCC1c2cc(OC)c(OC)cc2CCN1Cc1ccccc1F (configuration not stated),-9,.,-5
O=C(NCCCn1ccnc1)[C@@]1(OCc2ccccc2F)CC(OCc2cccc(Cl)c2)[C@H](O)[C@H](O)C1 (some centres not stated),-5,-10,1
CCN1C(=O)SC(Nc2ccccc2)C1=O (configuration not stated),-5,5,-5
Cc1ccsc1CN(C)C(=O)c1cn(CCCc2ccccc2)nn1,-2,0,-17
Cc1nc2c(=O)n(CC(=O)N(c3ccccc3)C(C)C)nc(-c3ccco3)c2s1,2,2,-8
Cn1ccn2ncc(C(=O)NC3CCCN(C(=O)c4cccs4)C3)c12 (configuration not stated),-6,5,.
Cc1nc(C)c(Cc2ccccc2Cl)c(N2CCN(C(=O)c3ccccc3F)CC2)n1,14,1,-2
C=CCN1C(=O)C(O)(c2c(C)nn(CCC#N)c2N)c2ccccc21 (configuration not stated),-8,5,.
O=S(=O)(NCC1CCN(Cc2ccccn2)C1)c1cccc(F)c1 (configuration not stated),-5,1,.
COc1ccc(OC)c(-c2nc(Cn3ccnc3C(C)C)c(C)o2)c1,-5,6,-16
Cc1cc(=O)n(CC2CC2)c2cc(OCC(=O)Nc3ccccc3F)ccc12,-5,.,-4
Cc1ccccc1Cn1cccc1CN(Cc1ccccc1)C(=O)CN(C(=O)c1ccccc1Cl)C1CC1,-2,.,-3
CN(C)CCNc1nc(S(=O)(=O)c2ccccc2)c(Cl)s1,-18,13,.
O=C(CSc1nc(=O)n(CCO)c2c1CCCC2)N1CCCC1,-5,-11,-8
CCC(CC)C(=O)N1CCC[C@@H]1C(=O)NCCc1csc(C)n1,0,.,-3
CNC(=O)c1ccc(CN(C)C(=O)/C=C/c2nc3ccccc3o2)cc1,-9,14,-17
COc1ccc(C2CC(c3cccc(C)c3)=NN2C(=O)CN2CCOCC2)cc1 (configuration not stated),-2,0,-3
Cn1cc(C(=O)N2CC[C@@H](N3CCN(c4ccccc4F)CC3)[C@H](O)C2)c2ccccc21,-9,3,.
O=C(NC1CCc2ccccc21)c1cc(COc2cncc(Cl)c2)on1 (configuration not stated),-7,-2,-3
Cc1cccnc1CNC(=O)CC(c1cccc(O)c1)c1ccccc1Cl (configuration not stated),-7,7,.
CCOC(=O)Cn1c2c(sc1=O)C1c3cc(Br)ccc3OCC1CS2 (configuration not stated),-8,19,3
O=C(c1ccccc1C(F)(F)F)N1CCN(c2nc3nccc(-c4ccc(N5CCOCC5)cc4)n3n2)CC1,-8,5,-5
NC(=O)C1CCN(c2ccc3cccc(OCc4ccccc4Cl)c3n2)CC1,-7,6,-10
CCc1nc2n(n1)C(=O)C(C(c1ccc(C)cc1)N1CC(C)OC(C)C1)S2 (configuration not stated),-10,-7,-8
Cn1nc(C(=O)N2CCCN(Cc3ccc(C(F)(F)F)cc3)CC2)c2ccccc2c1=O,-2,3,.
COc1ccc(NC(=O)c2cnn(-c3cccc(C)c3)c2C)cn1,7,28,-6
O=C1Nc2c(c(-c3ccccc3)n[nH]c2=O)C(c2ccccc2)N1 (configuration not stated),0,5,0
c1ccc(-c2ncn(Cc3ccc4c(c3)OCCCO4)c2C2CCOC2)cc1 (configuration not stated),-3,18,-12
OCc1ccc(CN2CCC(c3cc(-c4ccccc4Cl)n[nH]3)CC2)o1,-3,33,.
Cc1cccc(NS(=O)(=O)c2ccc(C(C)C)cc2)n1,-5,2,.

# Some of these compounds in order of length of the SMILES, low to high.
SMILES,hcGAS inh,NPYLR7 agonist,mcGAS lum
COc1ccc(NC(=O)c2cnn(-c3cccc(C)c3)c2C)cn1,7,28,-6
CCOC(=O)Cn1c2c(sc1=O)C1c3cc(Br)ccc3OCC1CS2 (configuration not stated),-8,19,3
O=C(c1ccccc1C(F)(F)F)N1CCN(c2nc3nccc(-c4ccc(N5CCOCC5)cc4)n3n2)CC1,-8,5,-5

# The results go on:
SMILES,hcGAS inh,NPYLR7 agonist,mcGAS lum
O=C(NCCC1CCCO1)c1cnc(OCC(F)(F)F)c(Cl)c1 (configuration not stated),2,-5,.
CN(CC1COCCO1)C(=O)c1ccc(OC2CCN(S(C)(=O)=O)CC2)c(Cl)c1 (configuration not stated),-7,13,.
COc1ccc(NC(=O)C(=O)c2ccc(C3CCCCC3)cc2)cc1,-1,-2,-5
Cc1nc2scc(C)n2c(=O)c1NC(=O)c1c(F)cccc1F,-4,12,-7
Cc1nc(C2CN(C(=O)C3CC3c3cnn(C)c3)CCO2)n[nH]1 (configuration not stated),-3,1,.
NC(=O)C1Cc2ccccc2N1C(=O)c1ccccc1 (configuration not stated),-4,-6,-8
COc1ccc(CCNc2ncnc3c2cnn3-c2ccccc2)cc1OC,-4,13,-4
CCOC(=O)N1CCC(NCC(=O)Nc2ccc(N(C)C(C)=O)cc2)CC1,-1,-1,-9
FC(F)(F)c1cccc(-c2nnn3c2nc(NC2CCCC2)c2ccccc23)c1,-6,-8,-7
COc1ccc(NC(=O)CCC2CCCN(C/C=C/c3ccccc3)C2)c(C)c1 (configuration not stated),-10,10,-12
CN(C)CCC1CN(C(=O)CCc2cccs2)CCO1 (configuration not stated),2,0,.
Cc1nc2ccc(C(=O)N(C)C3CCN(Cc4cc5ccccc5o4)C3)cc2nc1C (configuration not stated),-2,7,.
C=C(C)COc1ccccc1C(=O)NCCn1[nH]c(=O)ccc1=O,-4,-5,-1
O=C(NC1CC2CCC(C1)N2CCc1ccccc1)c1cccc2ccccc12 (configuration not stated),-4,2,-8
COc1ccc(C)cc1NC(=O)CCc1nc(-c2ccsc2)no1,-4,11,.
CC(c1ccco1)N(C)C(=O)NCCc1csc(N2CCCC2)n1 (configuration not stated),-10,4,.
CN1CCn2c1nc(N1CCOCC1)nc2=O,-2,13,-5
CCNC(=O)C1(C)CCN(Cc2ccc(Cl)cc2)C1 (configuration not stated),-14,4,.
CCc1c(C)nc(-c2cccc(F)c2)nc1N1CCN(C(=O)Nc2ccccc2OC)CC1,-5,-6,-4
CC1(C(=O)N2CCCCC2)CCN1C(=O)C1(c2ccccc2)CC1 (configuration not stated),2,8,1
Nc1cnn(Cc2ccc(Br)cc2)c1,3,-1,.
CC1CN(c2ccccc2)CCN1C(=O)CCN(C)S(C)(=O)=O (configuration not stated),-2,-6,.
CCn1nc(C)c(Cn2ccnc2-c2cnc(N(C)C)s2)c1C,-6,-1,-10
CC(=O)Nc1ccc(OCc2ccc(Br)cc2F)cc1,2,-8,.
C#CCOCC(O)CN(Cc1cccn1C)C1CC1 (configuration not stated),-6,19,-7
CCN(CC)S(=O)(=O)c1cccc(C(=O)NNC(=O)NCCCl)c1,-9,-3,-7
COc1ccc2c(c1)CCN(C(=O)c1nc(-c3cnccn3)no1)C2,-13,-2,.
Cc1cnc(CNC(=O)CC2C(=O)NCCN2Cc2ccc(-c3ccccc3)cc2)cn1 (configuration not stated),-2,.,-8
Cc1c(-c2nccn2[C@@H]2CS(=O)(=O)C[C@H]2O)c(=O)n(-c2ccccc2)n1C,2,-3,.
O[C@@H]1CN(Cc2cccc(Cl)c2)CC[C@H]1N1CCN(c2ccccc2F)CC1,-5,5,.
COc1ccc(C2=NN(C(=O)CN3CCN(c4ccccc4F)CC3)C(c3ccccc3F)C2)cc1 (configuration not stated),0,-1,-3
COCCCN(CC(=O)N(Cc1ccccc1)Cc1sccc1C)C(=O)Nc1ccc(Cl)c(Cl)c1,-9,-3,-7
Cc1cccc(N2C(=O)/C(=C/c3ccco3)NC2=S)c1,-3,8,.
Cc1cc(C)c2c(=O)[nH]c(=S)[nH]c2n1,0,2,0
Cc1cc2nc(-c3ccccc3)c(N3CCN(C(=O)c4ccc(Cl)nc4)CC3)nc2cc1C,-11,.,-6
Cn1c(=O)[nH]c(=O)c2c1nc(NCc1ccccc1Cl)n2Cc1ccccc1,-7,9,.

# Five of the compounds above, with bars between the fields:
structure | hcGAS inh | NPYLR7 agonist | mcGAS lum
Cc1cc2nc(-c3ccccc3)c(N3CCN(C(=O)c4ccc(Cl)nc4)CC3)nc2cc1C | -11 | . | -6
Cc1cccc(N2C(=O)/C(=C/c3ccco3)NC2=S)c1 | -3 | 8 | .
O[C@@H]1CN(Cc2cccc(Cl)c2)CC[C@H]1N1CCN(c2ccccc2F)CC1 | -5 | 5 | .
COCCCN(CC(=O)N(Cc1ccccc1)Cc1sccc1C)C(=O)Nc1ccc(Cl)c(Cl)c1 | -9 | -3 | -7
Cn1c(=O)[nH]c(=O)c2c1nc(NCc1ccccc1Cl)n2Cc1ccccc1 | -7 | 9 | .

# The list continues:
SMILES,hcGAS inh,NPYLR7 agonist,mcGAS lum
CC(=O)N1CCN(c2cc(C)nc(SCc3cccc(C(=O)O)c3)n2)CC1,-5,10,-6
CCOC(=O)C1=C(O)/C(=C\c2ccc(OC)c(O)c2)SC1=Nc1ccc(F)cc1,-4,-5,-1
Cc1cccc(-c2cc(N)n(-c3ccc(C(=O)NC4CCC(C)CC4)cc3)n2)c1 (configuration not stated),-5,-4,-3
NC(N)=NC(N)=Nc1ccccc1,-4&16&-5,-4&2&-8,-4&-4
COc1cccc(-c2cn[nH]c2C2CCN(C(=O)c3onc4ccccc34)CC2)c1,1,3,-8
C[C@@H](NCCCc1cccc(C(F)(F)F)c1)c1cccc2ccccc12,-6,-5,-11
CC1(NC(=O)NCC2CCCC2)CCCc2ccccc21 (configuration not stated),-16,-5,.
Cc1ccc(CN(Cc2ccc(F)cc2)C(=O)CN(CC2CCCO2)C(=O)C2CCC2)s1 (configuration not stated),-2,5,-6
CCc1cc(CN(C)C(=O)c2ccc3c(c2)no[n+]3[O-])on1,-4,-5,.
COCCCn1ccnc1-c1ccc(OC)c(C)c1C,-5,2,.
NC(=O)c1cccc(NC(=O)CC(c2ccccc2)c2ccccc2)c1,-6,-2,-16
C=CC[C@@H]1CC=C[C@@H](C)N1Cc1ccc(S(C)(=O)=O)cc1,-14,16,.
CC(Cc1ccccn1)NC(=O)c1ccc(OC2CCN(CCc3ccccc3)CC2)cc1 (configuration not stated),-7,9,-3
C=CCCC(=O)NCCS(=O)c1ccccc1 (configuration not stated),-20,0,.
CCC(=O)N1CCC2(CC1)OCC(C(=O)N(C)Cc1ccccc1)N2C(=O)c1ccccc1 (configuration not stated),-6,0,-5
O=C(NC1CC1)[C@@]1(OCc2cccc(Cl)c2)CC(OCc2c(F)cccc2F)[C@H](O)[C@H](O)C1 (some centres not stated),3,10,1
COc1ccc(OC)c(C2c3[nH]c4ccccc4c3CCN2Cc2ccc(Cl)s2)c1 (configuration not stated),-10,0,-5
CCOC1CCN(C(=O)CCSCc2ccc(F)cc2)CC1,-6,1,.
CNc1nn(CC(=O)Nc2c(C)cccc2C)c(N)c1-c1nc(-c2ccc(Cl)cc2)no1,-4,.,-8
CCCS(=O)(=O)N1CCCC(CCc2ccc(OC)cc2)C1 (configuration not stated),-4,8,.
O=C(c1cnns1)N1CCCN(c2ncc(C(F)(F)F)cc2Cl)CC1,-4,9,.
Cc1cc(S(=O)(=O)NCc2ccc3c(c2)OCO3)ccc1F,-11,-1,.
O=C1/C(=C\c2ccccn2)SC(=S)N1Cc1ccco1,2,3,.
COc1ccc(NC(C)=O)cc1NC(C)C(=O)NC1CCCc2ccccc21 (configuration not stated),-7,20,-7
CN1CCN(S(=O)(=O)c2cc(C(=O)O)cc(-c3cccc4ccnn34)c2)CC1,0,.,-7
COCc1c(Br)c(C)nc(OCC(=O)N/N=C\c2ccc(OC)c(Br)c2)c1C#N,-5,12,-5
COC1=C(C(=O)N(C)Cc2ccccc2)N(c2c(C)cccc2C)S(=O)(=O)c2ccccc21,-1,0,-6
CC1CCN(c2nc(N3CCN(C)CC3)nc3c2CN(C(=O)C2CCCC2)CC3)CC1,-27,.,-6
Cn1cc(CN2CCC(OCc3cccnc3)CC2)c(-c2ccc(C3CCCCC3)cc2)n1,-8,4,-10
CCNC(=O)N1CCC2(CC1)SCCN2C(=O)c1cccc([N+](=O)[O-])c1,-2,-4,-2
CCn1c(-c2ccccc2F)nc2cc(C(=O)N3CC4CCC3C4)cc(NC(C)=O)c21 (configuration not stated),-6,9,-9
Cc1cc(C(F)(F)F)nn1CC(=O)Nc1cccc(F)c1C#N,-2,-6,-6
O=C(CSc1nnnn1-c1ccccc1)Nc1ccc2c(c1)OCCO2,3,-6,0
CC(=O)Oc1c(-c2ccc(NC(=O)c3ccco3)cc2)c(-c2ccc3c(c2)OCO3)nn1-c1ccc(F)cc1,-1,3,-3

# An excerpt of these results, with two lines to a compound:
# Below each compound – hcGAS inh	NPYLR7 agonist	mcGAS lum
COC1=C(C(=O)N(C)Cc2ccccc2)N(c2c(C)cccc2C)S(=O)(=O)c2ccccc21
 : -1	0	-6
CC1CCN(c2nc(N3CCN(C)CC3)nc3c2CN(C(=O)C2CCCC2)CC3)CC1
 : -27	.	-6
Cn1cc(CN2CCC(OCc3cccnc3)CC2)c(-c2ccc(C3CCCCC3)cc2)n1
 : -8	4	-10
CCNC(=O)N1CCC2(CC1)SCCN2C(=O)c1cccc([N+](=O)[O-])c1
 : -2	-4	-2
CCn1c(-c2ccccc2F)nc2cc(C(=O)N3CC4CCC3C4)cc(NC(C)=O)c21 (configuration not stated)
 : -6	9	-9
Cc1cc(C(F)(F)F)nn1CC(=O)Nc1cccc(F)c1C#N
 : -2	-6	-6

# Assay outcomes: PubChem, Fisher Drug Discovery Resource Center
